# Bioassay records from PubChem BioAssay.
# UCHL1 inh: inhibitors of human UCHL1 deubiquitinase. purified UCHL1, Ub-rhodamine cleavage fluorescence. AID 1645859, 2021. Ubiquitin carboxyl-terminal hydrolase isozyme L1 (Homo sapiens), P09936. inhibition, % at 20 µM. 0.2% of 47,000 active
# OTUD3 block: inhibitors of human OTUD3 deubiquitinase | OTU domain-containing protein 3 (Homo sapiens), Q5T2D3 | purified OTUD3, Ub-rhodamine fluorescence, 2 h | 0.7% of 47,000 active | inhibition, % at 25 µM
# Target sequence (Q5T2D3 whole entry, looked up, the tested form may be a part): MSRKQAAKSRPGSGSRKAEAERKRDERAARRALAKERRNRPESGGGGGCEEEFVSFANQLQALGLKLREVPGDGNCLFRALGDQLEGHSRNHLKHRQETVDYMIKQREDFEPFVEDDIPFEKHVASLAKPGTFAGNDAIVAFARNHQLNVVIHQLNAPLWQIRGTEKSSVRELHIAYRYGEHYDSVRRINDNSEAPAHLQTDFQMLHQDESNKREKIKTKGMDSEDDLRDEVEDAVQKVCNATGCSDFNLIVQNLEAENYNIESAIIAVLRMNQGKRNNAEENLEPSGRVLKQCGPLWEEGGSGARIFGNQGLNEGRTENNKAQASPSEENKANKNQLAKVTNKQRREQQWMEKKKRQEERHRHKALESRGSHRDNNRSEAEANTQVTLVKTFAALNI
# USP8 inh: inhibitors of human USP8 deubiquitinase | Ubiquitin carboxyl-terminal hydrolase 8 (Homo sapiens), P40818 | inhibition, % at 20 µM | purified USP8, Ub-rhodamine cleavage fluorescence, 30 min | AID 1645853, 2021 | 4.2% of 47,000 active
# USP28 inh: inhibitors of human USP28 deubiquitinase | Ubiquitin carboxyl-terminal hydrolase 28 (Homo sapiens), Q96RU2 | purified USP28, Ub-rhodamine cleavage fluorescence, 30 min | inhibition, % at 25 µM | 3% of 47,000 active | AID 1645857, 2021
# USP17 block: inhibitors of human USP17 deubiquitinase | Ubiquitin carboxyl-terminal hydrolase 17-like protein 5 (Homo sapiens), A8MUK1 | purified USP17, Ub-rhodamine cleavage fluorescence, 3 h | inhibition, % at 50 µM | 6.5% of 47,000 active
# Target sequence (A8MUK1 whole entry, looked up): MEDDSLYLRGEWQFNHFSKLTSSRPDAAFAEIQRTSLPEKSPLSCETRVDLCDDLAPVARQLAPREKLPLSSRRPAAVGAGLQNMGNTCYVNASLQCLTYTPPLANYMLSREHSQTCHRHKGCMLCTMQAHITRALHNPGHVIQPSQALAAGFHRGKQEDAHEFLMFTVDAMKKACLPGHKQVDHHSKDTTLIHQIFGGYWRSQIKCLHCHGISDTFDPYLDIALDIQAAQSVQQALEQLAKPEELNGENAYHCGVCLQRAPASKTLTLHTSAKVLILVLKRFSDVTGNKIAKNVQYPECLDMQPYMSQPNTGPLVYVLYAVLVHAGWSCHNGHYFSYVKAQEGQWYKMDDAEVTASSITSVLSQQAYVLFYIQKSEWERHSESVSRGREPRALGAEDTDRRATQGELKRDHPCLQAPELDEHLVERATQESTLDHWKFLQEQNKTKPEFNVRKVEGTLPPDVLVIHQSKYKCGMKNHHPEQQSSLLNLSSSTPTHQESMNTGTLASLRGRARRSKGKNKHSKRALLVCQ
# USP10 block: inhibitors of human USP10 deubiquitinase; Ubiquitin carboxyl-terminal hydrolase 10 (Homo sapiens), Q14694; purified USP10, Ub-rhodamine fluorescence, 60 min; inhibition, % at 20 µM; 1.1% of 47,000 active
# USP30 block: inhibitors of human USP30 deubiquitinase. Ubiquitin carboxyl-terminal hydrolase 30 (Homo sapiens), Q70CQ3. inhibition, % at 25 µM. purified USP30, Ub-rhodamine cleavage fluorescence. 5.3% of 47,000 active
# USP7 block: inhibitors of human USP7 deubiquitinase | Ubiquitin carboxyl-terminal hydrolase 7 (Homo sapiens), Q93009 | purified USP7, Ub-rhodamine cleavage fluorescence | inhibition, % at 20 µM | 0.3% of 47,000 active | AID 1645854, 2021
# Numbers without * were called inactive; i = inactive; . = not tested or not shown. Cut-off read from the data, not from the text of the source: active = inhibition above about 30%; inactive = the rest.
# Every second line gives: USP30 block, USP8 inh, USP7 block, USP28 inh, USP17 block, USP10 block, UCHL1 inh, OTUD3 block
Cc1ccc(-n2cc(C(=O)Nc3ccc(Br)cc3C)c3ccccc3c2=O)cc1C
    8, 10, 6, 9, 1, 2, 3, 1
CC1(C)CS(=O)(=O)N(c2cccc(C(=O)NCCc3ccccc3F)c2)C1=O
    27, 11, 1, 15, 11, 0, 0, 4
O=C(c1cc(-c2ccccc2F)no1)N1CCOCC1
    11, 3, 0, 9, 0, 1, 2, 9
Cc1ccc(C(=O)N2CCN(c3ccc([N+](=O)[O-])cc3-n3cccc3)CC2)cc1
    -3, -93, -42, 2, -13, 4, 2, -3
O=C(CN1CCC2(CC1)Nc1ccccc1C1=NCCN12)NCc1ccccc1
    -149, -84, -14, -32, -39, -3, -7, -34
Cc1nc(-c2cccc(NC(=O)c3cccc(F)c3)c2)cs1
    -13, -4, 0, 12, -8, 7, 8, -9
COC(=O)c1[nH]c(C)c(CN(C)C(=O)c2ccc(F)c(F)c2)c1C
    0, 2, 0, -1, 0, 3, -1, -3
Cc1ccccc1-c1nc(-c2ccc3c(c2)ncn3CCC(=O)N2CCOCC2)no1
    1, 7, -6, -10, -7, -1, -4, -6
Cc1noc([C@@H]2C[C@H](NC(=O)c3ccc(F)cc3)CN2C)n1
    15, 8, 4, 14, 20, 1, 3, 9
CN1C(=O)CO[C@H](c2ccc(NC(=O)c3cc(F)cc(F)c3)cc2)[C@H]1CO
    2, 8, 1, 5, 0, 1, 0, -1
CCc1nc(NCc2ccco2)c2oc3ccccc3c2n1
    3, 12, 0, 21, 2, 2, 6, 0
O=C1CC(O)C(O)c2cccc(O)c21 (stereo not drawn)
    -4, 76*, -42, 34*, 90*, 12, 17, 26
O=C(Nc1ccncc1)c1cn(Cc2ccccc2)cc2c(=O)n(-c3ccccc3)nc1-2
    50*, 18, 12, 16, 24, 17, 7, 10
COc1cc(=O)c(C(=O)Nc2ccccc2)nn1-c1cccc(F)c1
    9, -9, 0, -7, -4, 0, -1, -2
O=C(Nc1ccccc1)N1CCN(c2cc(-c3ccncc3)[nH]n2)CC1
    0, 5, 2, 2, -11, 5, 0, 0
COc1ccccc1-n1nnc(C(=O)Nc2cccc(C)c2C)c1C
    11, 7, 4, 22, 6, 0, 4, 10
Cn1ccc(C2CCCCCN2C(=O)c2ccco2)n1 (stereo not drawn)
    -4, 2, 0, -10, 0, 0, 0, -11
Cc1nc2ccccc2nc1SCC(=O)Nc1ccc2c(c1)OCO2
    66*, 2, 1, 6, 47*, -1, 2, 8
O=C(C1CCCCC1)N1CCN(c2nc3c(F)cccc3s2)CC1
    -3, 0, -113, -7, -30, 1, -3, -1
O=C(NCCCc1nc2ccccc2n1Cc1ccc2ccccc2c1)c1ccco1
    12, 5, -52, 9, 17, 7, 8, -4
O=C(NC1CCCC1)c1cc(-c2ccncc2)n(-c2ccc(F)cc2)n1
    24, 19, 5, 11, ., -1, 3, 13
Cc1ccc2[nH]c(C3CCCN(C(=O)CCn4nnnc4C)C3)c(-c3ccncc3)c2c1 (stereo not drawn)
    -41, -16, -5, -22, -22, -3, -1, -11
CCc1nnc2ccc(C(=O)N3CCN(c4ccccn4)CC3)cn12
    25, -2, 4, 5, 6, 0, 2, 5
O=C(COc1ccc2c(-c3ccccc3)cc(=O)oc2c1)N1CCc2nc[nH]c2C1
    10, 0, -49, -2, -19, 2, 0, -6
Cc1ccc(CN2CCCC(c3nc(-c4cccnc4)n[nH]3)C2)o1 (stereo not drawn)
    -15, -2, 1, -4, -4, -6, -2, -6
COc1ccc(OC)c(NC(=O)c2sccc2Oc2ccc(F)cc2[N+](=O)[O-])c1
    30*, 1, 10, 10, 9, 1, 8, 11
O=C(NCc1cccnc1)c1nc2c(s1)CCCN2CC1CC1
    i, -291, -149, -216, -166, -9, -164, -177
CCOC(=O)c1ccc(-n2c(=O)c(C#N)cc3c(=O)n4ccccc4nc32)cc1
    i, -40, -38, -239, -166, -7, -27, -206
O=C(Cn1cnc(-c2noc(-c3cccnc3)n2)c1)N1CCN(c2ccccc2F)CC1
    2, -9, 4, 0, 0, -2, 1, -1
O=C1CCCN1CCCNc1ncnc2onc(-c3ccc(F)cc3)c12
    11, 16, 5, 7, 9, 0, 3, 8
Clc1ccc(Cc2nnc(-c3cnc4onc(C5CCCC5)c4c3)o2)cc1
    2, 22, 3, 1, 4, -5, -2, 18
Cc1nc(C)c(CC(=O)N2CCC([C@@H]3NC(=O)N[C@H]4OCC[C@H]43)CC2)c(=O)[nH]1
    8, 17, 3, 0, 6, 4, 4, 7
CCn1nc(CNC(=O)c2cccc(NC(C)=O)c2)c2ccccc21
    10, 20, 3, 0, 4, -2, 3, 7
Cc1cc(C)cc(NC(=O)Nc2ccccc2N2CCCCC2)c1
    -5, 7, 6, -3, 0, 3, -5, -8
O=S(=O)(Nc1ccc2ccccc2n1)c1cccs1
    -344, -19, -26, -101, -52, -2, -23, -71
COc1ccccc1CNC(=O)CCc1c(C)c2c(C)nn(-c3ccccc3)c2n(C)c1=O
    16, 4, 12, 7, 22, -4, 4, 18
CCOc1ncccc1C(=O)Nc1ccnn1Cc1ccco1
    7, 1, 1, 11, 5, 3, 0, 5
Cc1ccc(S(=O)(=O)N2CCC3(CC2)CC3c2nnc(-c3cccc(F)c3)o2)cc1F (stereo not drawn)
    -22, 3, 1, 15, 6, 0, 6, 11
O=C(CN1C(=O)[C@H]2CCCN2c2ncccc21)Nc1cccc2c1CCCC2
    -56, -5, -13, -16, 1, -14, -11, -20
O=S(=O)(c1ccc(F)cc1)N1CC(c2ccnc(Nc3ccccn3)n2)C1
    29, 0, 5, 6, 11, 1, 1, 9
CNC(=O)C(=O)NCC1OCCCN1S(=O)(=O)c1ccc(F)cc1C (stereo not drawn)
    19, 3, 1, 11, 1, 0, 1, 8
COc1ccc2c(C)c(CC(=O)N3CCN(c4ccccc4OC)CC3)c(=O)oc2c1
    0, -8, -3, 5, -6, -2, -5, 0
O=C1NC(c2ccccc2)(c2ccccc2)C(=O)N1Cc1ncc(-c2ccc(F)cc2)o1
    -17, -81, -64, 8, 1, 1, 5, 3
COc1cccc(-c2ccccc2NC(=O)C2CCN(CC3CCCCC3)CC2)c1
    -2, 1, 3, 13, 1, -2, 6, 1
CSc1nnc(-c2csc(-c3cccc(C(F)(F)F)c3)n2)n1C
    94*, 13, 5, 78*, 68*, -4, 2, 7
O=C(/C=C/c1ccc(F)cc1)N1CCc2ccccc2C1
    1, 88*, -3, 28, 62*, 1, 2, 17
CC(C)Oc1ccc(S(=O)(=O)N2CCOCC2)cc1NCC(=O)Nc1ccc(C(C)(C)C)cc1
    33*, 20, 10, 11, 14, 6, 11, 19
COc1ccc(NC(=O)CSc2nnc(Cc3cccc4ccccc34)n2C)cc1
    7, -26, -26, 60*, 2, 2, 3, 9
O=C(NCCn1ncc2c(N3CCCCC3)ncnc21)c1ccc2ccccc2c1
    -9, -12, -7, 4, ., 0, -2, -21
CCN(Cc1ccccc1)S(=O)(=O)c1ccc(C(=O)Nc2sccc2C(N)=O)cc1
    ., -17, 3, ., 43*, -3, 0, 0

# Arranged by molecular weight (lowest first): part of the list above
# Every second line gives: USP30 block, USP8 inh, USP7 block, USP28 inh, USP17 block, USP10 block, UCHL1 inh, OTUD3 block
O=C1CC(O)C(O)c2cccc(O)c21 (stereo not drawn)
    -4, 76*, -42, 34*, 90*, 12, 17, 26
Cn1ccc(C2CCCCCN2C(=O)c2ccco2)n1 (stereo not drawn)
    -4, 2, 0, -10, 0, 0, 0, -11
O=C(c1cc(-c2ccccc2F)no1)N1CCOCC1
    11, 3, 0, 9, 0, 1, 2, 9
Cc1ccc(CN2CCCC(c3nc(-c4cccnc4)n[nH]3)C2)o1 (stereo not drawn)
    -15, -2, 1, -4, -4, -6, -2, -6
O=C(NCc1cccnc1)c1nc2c(s1)CCCN2CC1CC1
    i, -291, -149, -216, -166, -9, -164, -177
COC(=O)c1[nH]c(C)c(CN(C)C(=O)c2ccc(F)c(F)c2)c1C
    0, 2, 0, -1, 0, 3, -1, -3
O=C(C1CCCCC1)N1CCN(c2nc3c(F)cccc3s2)CC1
    -3, 0, -113, -7, -30, 1, -3, -1
O=C(NC1CCCC1)c1cc(-c2ccncc2)n(-c2ccc(F)cc2)n1
    24, 19, 5, 11, ., -1, 3, 13
CN1C(=O)CO[C@H](c2ccc(NC(=O)c3cc(F)cc(F)c3)cc2)[C@H]1CO
    2, 8, 1, 5, 0, 1, 0, -1
O=C(CN1CCC2(CC1)Nc1ccccc1C1=NCCN12)NCc1ccccc1
    -149, -84, -14, -32, -39, -3, -7, -34
CC1(C)CS(=O)(=O)N(c2cccc(C(=O)NCCc3ccccc3F)c2)C1=O
    27, 11, 1, 15, 11, 0, 0, 4
COc1cccc(-c2ccccc2NC(=O)C2CCN(CC3CCCCC3)CC2)c1
    -2, 1, 3, 13, 1, -2, 6, 1
O=C(NCCCc1nc2ccccc2n1Cc1ccc2ccccc2c1)c1ccco1
    12, 5, -52, 9, 17, 7, 8, -4
COc1ccc(NC(=O)CSc2nnc(Cc3cccc4ccccc34)n2C)cc1
    7, -26, -26, 60*, 2, 2, 3, 9
O=C(Nc1ccncc1)c1cn(Cc2ccccc2)cc2c(=O)n(-c3ccccc3)nc1-2
    50*, 18, 12, 16, 24, 17, 7, 10
COc1ccc2c(C)c(CC(=O)N3CCN(c4ccccc4OC)CC3)c(=O)oc2c1
    0, -8, -3, 5, -6, -2, -5, 0
Cc1ccc2[nH]c(C3CCCN(C(=O)CCn4nnnc4C)C3)c(-c3ccncc3)c2c1 (stereo not drawn)
    -41, -16, -5, -22, -22, -3, -1, -11
O=C(Cn1cnc(-c2noc(-c3cccnc3)n2)c1)N1CCN(c2ccccc2F)CC1
    2, -9, 4, 0, 0, -2, 1, -1
Cc1ccc(-n2cc(C(=O)Nc3ccc(Br)cc3C)c3ccccc3c2=O)cc1C
    8, 10, 6, 9, 1, 2, 3, 1

# Next section.
# Every second line gives: USP30 block, USP8 inh, USP7 block, USP28 inh, USP17 block, USP10 block, UCHL1 inh, OTUD3 block
COc1cccc(CNCc2nc(NCc3cccc(OC)c3)c3c(C)c(C)sc3n2)c1
    42*, -35, 13, 37*, 16, 9, 8, 15
O=C(c1cc(C2CC2)nn1-c1ccccc1)N1CCN(Cc2ccncc2)CC1
    13, 1, -3, 13, 6, 2, -2, 13
O=C1CC(c2cccc(F)c2)c2sccc2N1 (stereo not drawn)
    18, 3, -4, 24, 9, 1, 3, 3
CN1CCc2c(C#N)c(NCc3ccccc3)n3cnnc3c2C1
    -130, -21, -7, -52, -42, -13, -8, -38
O=C(CC1c2ncccc2C(=O)N1c1ccccc1)NCc1ccccc1 (stereo not drawn)
    -2, -1, 2, -8, -1, -1, -1, -3
Cn1cncc1C(=O)N1CCCN(c2cc(-c3cccc4ncccc34)ncn2)CC1
    -8, 0, 3, -4, -3, -5, 0, -3
O=C(NCC1CCN(CCc2ccccc2)C1)Nc1ccc(F)cc1 (stereo not drawn)
    -6, 9, 4, 11, 3, -5, 2, 8
O=S(=O)(c1ccc(Cl)cc1)N1CCN(c2ccnc3cc(Cl)ccc23)CC1
    30*, -4, 1, 7, 7, 4, 9, 3
Cc1cc(N2CCN(c3ccc([N+](=O)[O-])cc3)CC2)nc2cc3c(cc12)CCC3
    21, -7, 9, 11, 30*, 1, 0, 2
O=C(COC(=O)c1cc2ccccc2oc1=O)Nc1cc(F)ccc1F
    7, 22, -1, 1, 12, 7, -1, 2

# Two successive records already listed, for reference:
# Every second line gives: USP30 block, USP8 inh, USP7 block, USP28 inh, USP17 block, USP10 block, UCHL1 inh, OTUD3 block
COc1cccc(CNCc2nc(NCc3cccc(OC)c3)c3c(C)c(C)sc3n2)c1
    42*, -35, 13, 37*, 16, 9, 8, 15
O=C(c1cc(C2CC2)nn1-c1ccccc1)N1CCN(Cc2ccncc2)CC1
    13, 1, -3, 13, 6, 2, -2, 13

# (listing goes on)
# Every second line gives: USP30 block, USP8 inh, USP7 block, USP28 inh, USP17 block, USP10 block, UCHL1 inh, OTUD3 block
CC(=O)c1cccc(NC(=O)c2cc(-c3ccccc3)nc3c(C)c(Cl)ccc23)c1
    23, 0, -3, 0, 3, 4, -2, -4
O=C(c1cccnc1)N1CC[C@H](c2nnc(-c3cccnc3)o2)C1
    25, 4, 4, 9, 6, 0, 3, 4
O=C(c1ccc(N2CCOc3ccccc32)s1)N1CCCCC1
    29, 2, -2, 20, 28, 3, 5, 21
COc1ccc(-c2[nH]c3ncccc3c2CN2CCN(C)CC2)cc1
    29, 17, 4, 15, 20, 2, 2, 15
CC(=O)c1cccc(NC(=O)COc2ccc(C(C)C)c(C)c2)c1
    9, -7, 4, 29, 4, 4, 5, 0
O=C(O)CCSc1nnc(-c2ccc(O)cc2)n1Cc1ccccc1
    -4, -65, 2, -7, -3, 3, 0, -4
O=C(c1nc(-c2cnccn2)no1)N1CCN(c2ccccc2)CC1
    0, -52, 2, 7, -7, 0, 1, 10
